Growth percent in the NCI-60 one-dose screen (48 h, 10 µM unless noted): 100 = growth as untreated, 0 = no growth, -100 = all killed.
SNB-75: SNB-75 CNS cancer. hit rate 5% among 79,000. AID 1794750
SNB-19: SNB-19 CNS cancer cells; hit rate 2.5% among 81,000; AID 1794751
HCC-2998: HCC-2998 colon cancer; hit rate 4.7% among 79,000; AID 1794799
PC-3: PC-3 prostate cancer cells. hit rate 3.9% among 80,000. AID 1794754
KM12: KM12 colon cancer cells; hit rate 5% among 82,000
SF-539: SF-539 CNS cancer; hit rate 6.8% among 81,000; AID 1794752
SW-620: SW-620 colon cancer | hit rate 5.2% among 82,000 | AID 1794795
DU-145: DU-145 prostate cancer. hit rate 4.2% among 81,000. AID 1794760
HT29: HT29 colon cancer. hit rate 7.4% among 81,000
* marks the source's active call; other numbers are inactive results; . = not tested or not shown; & = joins results of further samples. The calls were made as follows: active = growth percent below 10; inactive = the rest. Not a hit list, and some 11% of all compounds hit somewhere here.

nr	molecule	SNB-75	SNB-19	HCC-2998	PC-3	KM12	SF-539	SW-620	DU-145	HT29
1	COC(=O)OC1C(O[C@H]2C[C@H]3[C@@H]4CC=C5C[C@@H](O)CC[C@]5(C)[C@H]4CC[C@]3(C)[C@H]2[C@H](C)C(=O)CCC(C)C)OCC(O)C1OC1OCC(O)C(O)C1OC(=O)c1ccc(OC)cc1 (some centres undefined)	0.6*	8.5*	54	-19*	39	-58*	-56*	35	4.9*
2	CSc1nc(N)n(/N=C(\C)c2ccc(Br)cc2)c(=O)c1C#N	114	100	103	104	107	105	101	106	108
3	CC(=O)Cn1cnc2sc(C(N)=O)c(C)c2c1=O	123	105	98	113	175	120	115	189	109
4	N#Cc1cn(-c2ccc(Cl)cc2Cl)c(C(=O)c2ccccc2)c1N	72	99	108	94	101	98	101	108	101
5	CCN(CC)CCCC(C)Nc1c(C)cnc2cc(Cl)ccc12 (centres undefined)	73	86	102	79	88	71	97	102	78
6	COc1ccc(/C=C(\C#N)n2nc3cccc(F)c3n2)cc1	81	95	107	111	94	101	103	103	112
7	CCOC(=O)C1=C(N)Oc2n[nH]c(C)c2C1c1cc(=O)oc2ccc(C)cc12 (centres undefined)	89	103	108	95	98	92	75	112	108
8	CCCCCCC(C)=O	90	106	109	109	108	99	106	117	104
9	O=C(c1ccc(O)c(Br)c1)c1cc(Br)ccc1O	88&99	99&102	122&107	100&92	97&103	104&100	98&96	115&111	99&106
10	O=C(Oc1ccc(=O)[nH]n1)c1ccccc1	88	96	104	97	100	98	103	105	93
11	COc1cc(C(=O)Nc2ccc(S(=O)(=O)c3ccc(NC(=O)c4cc(OC)c(OCc5ccccc5)cc4N)cc3)cc2)c(N)cc1OCc1ccccc1	110	99	111	76	104	113	102	110	96
12	COC(=O)[C@H](Cc1c[nH]c2ccccc12)NC(=O)[C@H](C)NCc1cccnc1	84	97	125	89	103	97	95	113	98

Sorted by molar mass (smallest number first): 5 of the compounds above
nr	molecule	SNB-75	SNB-19	HCC-2998	PC-3	KM12	SF-539	SW-620	DU-145	HT29
10	O=C(Oc1ccc(=O)[nH]n1)c1ccccc1	88	96	104	97	100	98	103	105	93
6	COc1ccc(/C=C(\C#N)n2nc3cccc(F)c3n2)cc1	81	95	107	111	94	101	103	103	112
4	N#Cc1cn(-c2ccc(Cl)cc2Cl)c(C(=O)c2ccccc2)c1N	72	99	108	94	101	98	101	108	101
9	O=C(c1ccc(O)c(Br)c1)c1cc(Br)ccc1O	88&99	99&102	122&107	100&92	97&103	104&100	98&96	115&111	99&106
1	COC(=O)OC1C(O[C@H]2C[C@H]3[C@@H]4CC=C5C[C@@H](O)CC[C@]5(C)[C@H]4CC[C@]3(C)[C@H]2[C@H](C)C(=O)CCC(C)C)OCC(O)C1OC1OCC(O)C(O)C1OC(=O)c1ccc(OC)cc1 (some centres undefined)	0.6*	8.5*	54	-19*	39	-58*	-56*	35	4.9*

The listing picks up, starting 2 compounds before the break.
nr	molecule	SNB-75	SNB-19	HCC-2998	PC-3	KM12	SF-539	SW-620	DU-145	HT29
11	COc1cc(C(=O)Nc2ccc(S(=O)(=O)c3ccc(NC(=O)c4cc(OC)c(OCc5ccccc5)cc4N)cc3)cc2)c(N)cc1OCc1ccccc1	110	99	111	76	104	113	102	110	96
12	COC(=O)[C@H](Cc1c[nH]c2ccccc12)NC(=O)[C@H](C)NCc1cccnc1	84	97	125	89	103	97	95	113	98
13	CC(=O)OCC(CO)(CO)COC(C)=O	95	104	107	101	101	95	100	104	110
14	O=C(NCCN1CCOCC1)c1cccc(N2C(=O)/C(=C/c3cccc(F)c3)SC2=S)c1	57	91	112	90	100	97	101	105	108
15	COc1ccc2c(c1)=NC(=O)/C(=C\c1sc(Nc3ccc(S(N)(=O)=O)cc3)nc1O)C=2	100	95	100	93	71	96	104	107	106
16	OCCCOCc1ccccc1	100	96	94	101	98	97	101	101	105
17	Cc1ccc(N=Nc2ccc(O)c(C)c2)cc1	92	96	.	72	92	85	98	110	123
18	N#Cc1ccc(N)cc1OCCCN1CCOCC1	94	98	94	91	97	99	95	107	105
19	Cc1ccccc1NC(=O)C(=O)Nc1ccccc1C	85	105	108	115	129	109	124	145	100
20	COc1cc(NC(=O)c2cccc(-c3cc(=O)c4c(O)c(OC)c(OC)cc4o3)c2)cc(OC)c1OC	32	50	66	50	54	52	73	57	63
21	Nc1nc(Cl)c2ncn(C3OC(CO)C(O)C3O)c2n1 (centres undefined)	93	93	100	99	107	100	103	105	97
22	COc1ccc(/C=C2\CCC/C(=C\c3ccc(OC)c(OC)c3)C2=O)cc1OC	0.7*	38	-30*	41	-75*	13	-22*	-34*	1.7*
23	O=C(CCCCCCN1CC(=O)N2[C@H](c3cc(Br)cs3)c3[nH]c4ccccc4c3C[C@H]2C1=O)NO	26	41	75	47	47	43	8.8*	29	51
24	CCCc1ncc(C[n+]2ccccc2C)c(N)n1	89	112	100	96	.	99	106	.	101
25	O=C1C(=O)N(CN2CCN(c3cc(=O)[nH]c4ccc(F)cc34)CC2)c2ccccc21	85	98	102	94	101	100	100	110	111
26	COc1ccc(C(=O)C[n+]2ccccc2Cl)cc1	102	98	102	103	104	96	103	104	96
27	COc1cc(/C=C2\COc3ccc(-c4ccccc4)cc3C2=O)cc(OC)c1	52	99	.	58	68	100	63	86	61
28	CCc1ccccc1-n1c(N)c(C#N)c(-c2ccc(Cl)cc2)c(C#N)c1=O	90	111	107	81	96	103	102	110	102
29	O=S(=O)(Nc1ncc(Cl)cn1)c1ccccc1	78	105	95	99	101	96	108	113	99
30	O=S(=O)(Nc1cccc(C(F)(F)F)c1)c1cc(Cl)c(Cl)cc1Cl	78	85	89	90	98	84	97	99	101
31	O=C(CNc1ccc2c(c1)C(=O)c1ccccc1C2=O)Nc1ccc2c(c1)C(=O)c1ccccc1C2=O	-51*	-30*	-93*	-24*	-91*	-69*	-90*	-100*	-55*
32	C#CCNC1CCC(c2csc(C#C)n2)=C1C (centres undefined)	113	91	107	81	19	-92*	108	68	51
33	O=C(O)c1ccc(Cl)c(Cl)c1	86&93	95&99	97&101	88&98	98&111	94&103	101&106	121	92&115
34	NC(=Nc1ccccc1)SCc1ccc([N+](=O)[O-])cc1	87	.	104	102	99	110	91	112	119
35	CC1CN(CCCCO)CCN1 (centres undefined)	80	.	97	103	109	87	101	117	112
36	COc1cc(C)c(Cc2cnc(N)nc2N)cc1OC	104	99	108	94	111	99	102	120	109
37	Cc1cc(S(=O)(=O)O)c(N)cc1N	.	109	105	.	112	103	102	116	100
38	Cn1c(COC(=O)NCCc2ccccn2)nc2c(N3CCOCC3)nc(Cl)nc21	14	61	37	18	44	-20*	-86*	8.0*	0.2*
39	COc1cc(-c2oc(=O)ccc2C#Cc2nccn2C)cc(OC)c1OC	109	103	95	75	98	79	111	102	123
40	CN(C)/N=C/c1ccccc1O	88	98	117	121	107	95	100	125	111
41	COc1cnc2c(c1)C(=O)c1c-2n(CCCN2CCNCC2)c(=O)c2cc(F)ccc12	-8.0*	18	2.7*	23	-13*	-64*	-54*	-0.6*	-42*
42	CCN(CC)C(C(=O)c1ccc(Cl)cc1)c1ccc(Cl)cc1 (centres undefined)	.	93	102	115	78	110	97	108	102
43	Cc1ccc(C)n1-c1ccccc1-n1c(C)ccc1C	87	108	115	99	117	104	139	111	103
44	CS(=O)(=O)c1ccc(C(=O)N2N=C(c3ccccc3)CC2c2ccc(F)cc2)cc1 (centres undefined)	86	105	114	83	99	94	97	100	81
45	CCOC(=O)C(C)(NC(=O)c1ccccc1)C(=O)OCC	101	.	108	94	103	98	102	105	101
46	CCCCOC(=O)Oc1ccc(Cl)cc1	97	102	94	103	104	96	107	107	105
47	S=c1ssnc1-c1cc2ccccc2o1	81	82	98	15	82	102	71	97	57
48	CCS(=O)(=O)Oc1ccc(-c2cn3ccsc3n2)cc1	94	98	108	96	102	97	101	101	103
49	O=C(OCc1ccc2c(Cl)cc(Cl)c(O)c2n1)n1cncn1	45	30	54	42	22	16	25	39	73
50	Clc1ccc2c(NC3CCC(NC4CCCCC4)CC3)ccnc2c1 (centres undefined)	80	82	65	59	67	0.6*	33	81	7.7*
51	C=CCSSc1ncnc2c1ncn2C1OC(CO)C(O)C1O (centres undefined)	40	88	35	.	37	20	54	35	29
52	Cc1noc2c(Cc3ccccc3)nn(CC(=O)N/N=C/c3ccc(Br)cc3)c(=O)c12	35	75	85	83	74	74	55	61	71
53	COC(=O)c1ccc([N+](=O)[O-])cc1C(=O)OC	.	101	101	97	106	107	.	108	111
54	COC(=O)c1ccc(Nc2ccnc(-c3cncc4ccccc34)n2)cc1	79	91	92	90	73	93	86	105	96
55	Clc1c(Cl)[n+](Cc2ccc3ccccc3c2)cn1Cc1ccc2ccccc2c1	10	27	16	3.8*	-68*	59	34	33	-69*
56	COc1cc2c(cc1OC)C(=O)CCC2	83	107	103	104	98	94	116	114	107
57	CN1CCN(c2nc(-c3ccccn3)nc3sc4c(c23)CCCCCC4)CC1	63	.	96	85	92	86	101	112	94
58	Nc1nc(-c2c(Cl)cccc2Cl)nn1-c1nc2ccccc2s1	89	97	106	95	103	95	109	116	119
59	O=C(OCCNC1CCCCC1)c1ccc([N+](=O)[O-])cc1	92	103	133	93	.	102	106	108	103
60	O=C1c2ccccc2-c2c1nc1ccccc1[n+]2[O-]	103	103	104	99	101	101	98	108	105
61	C[C@H]1[C@H](C)CC[C@]2(C(=O)NCCCNCCCCNCCCN)CC[C@]3(C)C(=CC[C@@H]4[C@@]5(C)CCC(=O)C(C)(C)[C@@H]5CC[C@]43C)[C@H]12	72	94	99	97	96	89	98	108	102
62	O=C1OC(c2ccc(-c3ccccc3)cc2)=C/C1=C/c1c(Cl)cccc1Cl	85	105	102	92	94	102	96	96	101
63	COc1cc(NCCC2CCCCN2)c2ncccc2c1OC (centres undefined)	156	92	81	68	88	92	75	87	74
64	COc1ccc(C2=NOC(C(=O)N3CCC(O)CC3)C2)cc1OC1CCCC1 (centres undefined)	88	97	101	103	105	104	99	110	106
65	CCOC(=O)C(=O)N(N)C1=NN=C2N=C(C)C=C(c3ccccc3)N2N1	103	102	115	101	103	97	107	114	111
66	NC(N)=Nc1nc(CSCC/C(N)=N\S(N)(=O)=O)cs1	95	101	110	99	106	119	98	111	120
67	COc1ccccc1N1CCN(C2=C(Cl)C(=O)C(C)=C(C)C2=O)CC1	99	99	112	86	107	106	104	108	114
68	CCC1(CC)CC1C(N)=O (centres undefined)	123	111	111	83	104	103	111	106	98
69	N#Cc1c(N)nc(NCCO)nc1-c1ccccc1	81	106	108	90	106	103	107	110	99
70	COc1ccc2c(=O)c(C)c(C(=O)N[C@@H](Cc3ccccc3)C(O)C(N)=O)oc2c1 (some centres undefined)	75	83	103	103	102	97	106	103	105
71	Clc1ccc2c(NCCNCc3cccs3)ccnc2c1	95	105	97	75	83	91	91	95	60
72	N#C/C(=C\c1ccc(-c2ccc(Br)cc2)o1)c1nc2ccccc2c(=O)[nH]1	88	86	102	94	98	89	98	103	105

Further records follow.
nr	molecule	SNB-75	SNB-19	HCC-2998	PC-3	KM12	SF-539	SW-620	DU-145	HT29
73	CCN(CC)c1ccc(N=O)cc1	.	93	87	45	40	77	-61*	81	-3.9*
74	C/C(Cc1ccccc1)=N/Nc1ccc([N+](=O)[O-])cc1[N+](=O)[O-]	99	111	126	79	86	107	104	.	104
75	Cc1cc(C)n(C2=NCCN2)n1	104	103	95	88	112	101	108	117	.
76	[2H]C1([2H])CCN(C(=O)C2CC2)c2cc(NS(=O)(=O)c3ccc(-c4cccc(C(N)=O)c4)cc3)ccc21	11	41	60	34	20	23	31	72	14
77	CCCSSSC	93	100	110	101	93	102	101	110	89
